Yfh1-off respiration = enhancers of respiration in Yfh1-depleted yeast, dose response, Friedreich's ataxia, plus single-dose screen (AID 1465) | actives 0.074% (n = 220,000) | one-dose fold induction at 50 µM; EC50 in µM for titrated hits | S. cerevisiae Yfh1-off respiration, WST-1 reduction, 72 h; higher fold induction means a stronger effect;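 active = fold induction of absorbance versus untreated yeast above a set limit, then at least 30% activation at any dose in follow-up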;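 also: activators that raise dye reduction in frataxin-depleted yeast; strong numbers were not always called active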
Ins promoter up = MIN6 insulin promoter up-regulation | AID 1625 | z-score at 5 µM | actives 0.3% (n = 190,000) | MIN6 insulin promoter-GFP reporter, high-content imaging; active compounds read high;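 active = z-score above 3 at 5 µM with at least 500 cells counted in the well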
b-catenin transl = beta-catenin nuclear translocation modulation | actives 0.3% (n = 190,000) | HeLa beta-catenin nuclear translocation, immunofluorescence imaging | AID 1665 | nuclear translocation activity, % at 5 µM;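 active = nuclear translocation activity above 50% at 5 µM, with a well cell count of 50 or more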;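 also: per-cell ratio of nuclear to cytoplasmic median beta-catenin stain intensity; plate controls were DMSO negative control for no effect and GSK-3 inhibitor IX positive control for full effect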
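System: Human HeLa cells, endogenous beta-catenin | Compound dosing: 5 µM primary, 0.02–20 µM confirmation | Timing: 24 h compound exposure at 37°C, 5% CO2 | Measured by: Fluorescence imaging of beta-catenin antibody stain plus DAPI | Read-out basis: % activation of per-cell nuclear versus cytoplasmic median beta-catenin signal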
Autophagy HCS = modulators of autophagy; calls only at 10 µM (by protocol); AID 463193; MEF GFP-LC3 puncta imaging; test concentration mostly 10 µM; actives 0.98% (n = 190,000);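 active = percentage of spot-positive cells more than 3 SD above its plate mean, without a fluorescence outlier flag or 80% toxicity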;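 also: spot-positive cell cutoff set from DMSO-treated cells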
P. falciparum M17LAP = P. falciparum M17LAP inhibitors, primary screen, biochemical, fluorogenic H-Leu-NHMec substrate, 1536-well (AID 1619) | inhibition, % at 30 µM, or IC50 in µM where a hit was titrated | recombinant M17LAP, H-Leu-NHMec fluorogenic kinetic assay; higher % means a stronger effect | actives 0.38% (n = 220,000);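 active = compound inhibiting the enzyme by more than half at any dose during confirmatory dose-response retesting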;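 also: plate controls were full reaction with DMSO carrier for no effect and no enzyme background for full effect; strong numbers were not always called active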
NOD1 inhibition = NOD1 signaling inhibitors, primary screen, cell-based, luminescence, uHTS (AID 1578); NOD1-driven NF-kB luciferase reporter cells, luminescence; higher % means a stronger effect; one-dose inhibition, % at 4 µM; EC50 in µM for titrated hits; actives 1% (n = 290,000); in the data active = inhibition mostly above about 36%, no sharp cut-off; inactive = mostly below about 34%;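 also: HEK-293T reporter cells stimulated with the NOD1 agonist gamma-tri-DAP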
NOD2 inhibition = NOD2 signaling inhibitors, cell-based, luminescence, uHTS, HEK293 (AID 1566); actives 0.63% (n = 290,000); inhibition, % at 4 µM; hits with a dose series show EC50 in µM; HEK293 NOD2/NF-kB luciferase reporter, luminescence; higher % means a stronger effect; in the data active = inhibition above about 50%; also: many of its hits are not listed in these tables
Dynein cargo inh = blocks dynein driven cargo transport along microtubules | 3617.4 mouse cells, GR-EGFP nuclear translocation imaging; test concentration mostly 20 µM; stimulated with dexamethasone, 1 µM; active compounds read low | z-score, hits read low | actives 0.47% (n = 220,000);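 active = plate z-score of nuclear minus cytoplasmic receptor signal below a set negative limit, without overly bright fluorescence or cell loss, cut at about -3.5 in these data, passing the limit was not always enough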;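 also: z-score of nuclear minus cytoplasmic ring GR-EGFP intensity difference per well; some compounds called inactive have numbers as strong as hits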
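Medium: Induction medium lacking tetracycline, stripped serum | Probe or stimulus: 1.0 µM final dexamethasone stimulus | Schedule: 48 h induction, then 1 h compound, then 30 min agonist, 37 °C | Signal: Automated 10x imaging of fixed Hoechst-stained cells | Evaluation: Per-cell GR-EGFP intensity, nucleus versus surrounding cytoplasmic ring, well-averaged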
MT stabilize HCS = stabilizes microtubules in HeLa cells | HeLa tubulin immunostaining HCS, 24 h; share of cells brighter than vehicle mean+2SD | % tubulin-high responders, % at 10 µM | actives 0.83% (n = 200,000) | AID 2205;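 active = plate Z-score above 3 for both tubulin-high and condensed-nucleus cell shares, with cell loss under 80%, at 10 µM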;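 also: anti alpha tubulin signal scored within the nucleus-defined area of each cell; some results filed as inactive read as strong as hits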
Dynein cargo inh cytoplasmic EGFP = recorded beside Dynein cargo inh, whose call it bears; z-score; measured here: cytoplasmic GR-EGFP intensity; active compounds read high
Dynein cargo inh nuclear GR-EGFP = further read-out of Dynein cargo inh, marked with its call; z-score; measured here: nuclear GR-EGFP intensity;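 lower value marks the stronger effect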
Dynein cargo inh cell count = recorded beside Dynein cargo inh, whose call it bears; z-score; measured here: cell count per field
Ins promoter up cell count = second read-out of Ins promoter up, no call of its own (marks repeat the call); cell count; measured here: cytotoxicity, nuclei count;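 total cells summed across four imaged fields per well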
b-catenin transl cell count 5 µM = also measured in b-catenin transl; calls as there; cell count; measured here: cell count, cytotoxicity flag
MT stabilize HCS Hoechst-high % = further read-out of MT stabilize HCS, marked with its call; % Hoechst-high responders; measured here: nuclear condensation Hoechst responders;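 share of cells brighter than vehicle mean plus two SD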
MT stabilize HCS cytotoxicity % = further read-out of MT stabilize HCS, marked with its call; toxicity, %; measured here: cytotoxicity by cell density;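 0% = mean cell density of plate MIN control wells and 100% = no cells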
Autophagy HCS cell loss 18 h = recorded beside Autophagy HCS, whose call it bears; toxicity, %; measured here: cell loss, nuclei count;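 cell loss after 18 h compound exposure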
An asterisk follows results filed as active; i = inactive; · = no result given; + = active, no number; & = joins results of further samples.

SMILES | Yfh1-off respiration | Ins promoter up | Ins promoter up cell count | b-catenin transl | b-catenin transl cell count 5 µM | Autophagy HCS | Autophagy HCS cell loss 18 h | P. falciparum M17LAP | NOD1 inhibition | NOD2 inhibition | Dynein cargo inh | Dynein cargo inh cytoplasmic EGFP | Dynein cargo inh nuclear GR-EGFP | Dynein cargo inh cell count | MT stabilize HCS | MT stabilize HCS Hoechst-high % | MT stabilize HCS cytotoxicity %
CCOC(=O)c1ccc(NC(=O)CC2S/C(=N/N=C/c3c[nH]c4ccccc34)NC2=O)cc1 (stereo not given) | i | -0.2 | 1269 | -0.1 | 990 | i | -2 | 7% | 4% | 5% | 0.78 | -0.15 | 1.3 | -1.3 | 0.8 | 1.5 | 6.2
COc1ccc(CNC(=O)C2(c3ccc(Cl)cc3)CC2)cc1 | i | 0.42 | 1297 | 3.5 | 535 | i | -11 | -3% | -24% | -13% | -0.75 | -0.32 | -0.65 | 0.54 | 3.9 | 2.5 | 5.6
Cc1oc2c(C)c3oc(=O)c4c(c3cc2c1C)CCC4 | i | -0.33 | 1252 | · | · | i | 0 | -2% | · | -7% | -0.37 | -0.14 | -0.09 | -0.16 | 1.2 | 1.0 | 0.6
COCCCn1c(Cc2ccccc2)nnc1SCC(=O)N1CCCCC1 | i | 1.7 | 1307 | -2.7 | 1161 | i | -10 | 7% | 23% | 18% | -1.2 | -0.34 | -0.46 | 0.75 | 5.1 | 3.6 | 6.4
Cc1ccc(NC(=S)NCC2CCN(C(C)c3ccccc3)C2)cc1C (stereo not given) | i | -0.33 | 1180 | 0.1 | 1167 | i | -26 | -6% | -14% | 4% | -0.013 | -0.29 | -0.1 | 0.39 | 3.7 | 1.9 | 1.8
CCOC(=O)Cn1c(=N)n(CCOc2ccc(Br)cc2)c2ccccc21 | i | · | · | -3.9 | 1171 | · | · | 5% | -18% | 8% | -0.25 | 0.29 | -0.2 | 0.38 | · | · | ·
O=C(O/N=C\c1ccc(N2CCCCC2)c([N+](=O)[O-])c1)c1cccc(C(F)(F)F)c1 | i | 1.1 | 1914 | -1.4 | 975 | i | -31 | 2% | 13% | 8% | -0.6 | -0.084 | 0.1 | 0.15 | 4.3 | 4.7 | 13
CN(C)CCCNc1ncnc2scc(-c3ccccc3)c12 | i | -1.2 | 1011 | -0.8 | 1081 | i | 6 | -3% | -40% | 21% | 1.5 | 0.12 | 1.4 | -2 | 3.6 | 1.9 | 10
COc1cccc(Oc2ccc(N/C=C/C(=O)C(C)(C)C)cc2)c1 | i | 0.23 | 1193 | · | · | i | -8 | 12% | 27% | 9% | -0.84 | -0.32 | -0.58 | 0.86 | 2.6 | 3.7 | 11
Nc1cc2sc(-c3ccc(C(=O)O)cc3)nc2cc1Cl | i | -0.48 | 1536 | -1.6 | 1058 | i | 14 | -96% | -2% | -53% | 1.6 | -0.18 | 1.7 | -2.4 | 3.4 | 2.4 | 1.3
OC(COc1ccc(CNCCc2ccc(C(F)(F)F)cc2)cc1)CN1CCCCC1 (stereo not given) | i | · | · | 13 | 621 | + | 6.9* | -12% | -44% | 21% | 2.5 | 0.17 | 1.8 | -0.74 | 3.9 | 3.7 | 8.8
O=C(/C=C/c1ccc(Cl)cc1)NCc1ccncc1 | i | · | · | 0.1 | 916 | i | 26 | -8% | 12% | 23% | 1.6 | -0.19 | 0.66 | -1.5 | 2.5 | 2.2 | 7.7
Cc1oc(-c2cccc(Cl)c2)nc1CN1CCC(C(=O)NCc2cccnc2)CC1 | i | 0.04 | 1337 | -4.3 | 920 | i | 3 | 14% | -30% | 8% | 4 | -0.16 | 2.7 | -1.7 | 1.7 | 1.5 | 6.4
Cc1ccc(CSC2=NCCN2C(=O)C(C)Oc2ccccc2)cc1 (stereo not given) | i | 0.65 | 1612 | -5.2 | 1108 | i | 7 | 1% | -38% | 12% | -1.1 | 0.041 | -0.74 | 0.64 | 2.8 | 2.4 | 7.2
Cc1cc(C(=O)CSc2nnc(N)s2)c(C)n1Cc1cccs1 | i | 0.16 | 1450 | 2.1 | 1031 | i | 4 | -5% | 2% | -64% | -0.13 | -0.23 | -0.22 | 0.095 | 3.9 | 2.2 | 4.9
CCc1cc2c(C)ccc(C)c2nc1SCC(=O)Nc1c[nH]c(=O)[nH]c1=O | i | -1.1 | 1376 | 10 | 1109 | i | 21 | 14% | -54% | 5% | -1.9 | -0.28 | -1.2 | 2.1 | 3.0 | 2.8 | 6.3
O=C(Nc1ccc2c(c1)Cc1ccccc1-2)c1ccco1 | i | -0.77 | 1206 | -3.5 | 932 | i | 14 | -11% | -99% | -129% | -0.74 | 0.84 | 0.077 | 0.21 | 3.6 | 3.4 | 4.6
COc1ccc(CC(=O)NC(C)c2nnc(SCC(=O)Nc3cc(C)ccc3OC)n2C)cc1 (stereo not given) | i | -0.61 | 1456 | -0.4 | 1543 | i | -37 | -1% | -19% | -3% | -0.35 | -0.21 | -0.049 | 0.47 | 0.9 | 1.0 | 8.8
COn1c(-c2ccccc2)nc2c1CCc1c-2no[n+]1[O-] | i | -0.45 | 998 | · | · | i | 0 | -17% | 47% | 9% | 0.13 | -0.12 | -0.15 | 0.042 | 1.0 | 0.9 | 7.1
O=C(O)CSc1nc2ccccc2s1 | i | -0.66&0.22 | 1406&1419 | -0.3&-1.6 | 1111&1392 | · | · | 0%&-5% | -3%&-5% | -11%&0% | 0.058&1.1 | -0.29&-0.23 | 0.0034&0.39 | 0.53&-1.2 | · | · | ·
CCN(CC)S(=O)(=O)c1ccc(Cl)c(C(=O)Nc2ccc(Cl)cc2[N+](=O)[O-])c1 | i | -1.4 | 837 | · | · | i | 14 | 1% | 16% | 6% | -0.83 | -0.097 | -0.69 | 0.88 | 2.1 | 3.9 | 8.9
Cc1cc(-n2nc(C)cc2C)n2nc(C)c(-c3ccccc3)c2n1 | i | -0.46 | 946 | -6.0 | 1245 | i | -3 | 11% | -4% | 12% | -0.5 | 0.47 | -0.31 | 1.4 | 3.5 | 2.2 | 7.5
O=C(C1CC1)N1CCN=C1SCc1cccc(C(F)(F)F)c1 | i | 0.51 | 1395 | 3.2 | 1387 | i | 7 | 12% | -17% | 16% | -0.72 | -0.15 | -0.19 | -0.0029 | 3.0 | 1.6 | 3.5
O=C(CN(Cc1ccco1)S(=O)(=O)c1cccs1)Nc1ccccc1C(F)(F)F | i | -0.18 | 1284 | -4.5 | 1019 | i | 4 | -8% | 1% | -11% | -1.6 | -0.25 | -0.71 | -0.013 | 2.9 | 3.3 | 5.7
COc1ccc(-n2c(SC3CCOC3=O)nc3ccccc3c2=O)cc1Cl (stereo not given) | i | 0.1 | 1132 | -0.9 | 1061 | i | 16 | 14% | -48% | 11% | 0.23 | -0.28 | -0.29 | 1.1 | 2.5 | 2.7 | 1.0
(cont.)
SMILES | Yfh1-off respiration | Ins promoter up | Ins promoter up cell count | b-catenin transl | b-catenin transl cell count 5 µM | Autophagy HCS | Autophagy HCS cell loss 18 h | P. falciparum M17LAP | NOD1 inhibition | NOD2 inhibition | Dynein cargo inh | Dynein cargo inh cytoplasmic EGFP | Dynein cargo inh nuclear GR-EGFP | Dynein cargo inh cell count | MT stabilize HCS | MT stabilize HCS Hoechst-high % | MT stabilize HCS cytotoxicity %
COc1ccc2nc(SCC(=O)Nc3ccc4c(c3)CCC4)[nH]c2c1 | i | -0.8 | 1673 | 0.3 | 539 | i | -8 | 5% | -10% | 9% | -0.012 | -0.023 | 0.044 | 0.25 | 2.3 | 3.1 | 10
Cc1ccc(O)c(-c2cc(-c3ccccc3[N+](=O)[O-])[nH]n2)c1 | i | 0.04 | 1130 | 6.8 | 1058 | i | -8 | 2% | -23% | -53% | 0.21 | -0.25 | 0.25 | 0.31 | 3.2 | 2.5 | 7.7
CC(NC(=O)c1ccccc1Br)c1nnc(SCc2ccc([N+](=O)[O-])cc2)n1C (stereo not given) | i | -0.31 | 1540 | 0.3 | 1376 | i | -28 | 6% | -17% | 7% | -0.25 | -0.17 | 0.43 | -0.25 | 3.1 | 2.3 | 4.6
Cc1ccc(NC(=O)N2CCC(c3ccccc3)C2)cc1C (stereo not given) | i | 0.64 | 1275 | -0.7 | 1121 | i | -11 | 6% | -39% | -132% | -0.1 | -0.3 | 0.071 | -0.05 | 2.6 | 2.2 | 7.3
CCC1(C)Cc2c(sc3nc(NN)n(C)c(=O)c23)CO1 (stereo not given) | i | -0.42 | 950 | · | · | i | 2 | 7% | 10% | 12% | -0.11 | -0.21 | 0.13 | -0.22 | 1.3 | 0.9 | 4.3
CN1CCN(C(=O)C23CC4CC(C)(CC(C)(C4)C2)C3)CC1 | i | -0.12 | 1171 | -1.0 | 1362 | · | · | 7% | 2% | 9% | 0.33 | -0.26 | -0.25 | 0.14 | · | · | ·
Cc1cc(C)cc(Oc2nn[nH]n2)c1 | i | · | · | · | · | i | 4 | 0% | 16% | 24% | 1.9 | 0.065 | 0.65 | -2.5 | 1.6 | 1.0 | 4.5
COCCn1c(NC(=S)NC(=O)C2CC2)cc(=O)[nH]c1=O | i | -0.57 | 1226 | 0.8 | 1080 | i | 2 | 12% | -35% | 11% | -0.13 | -0.31 | 0.22 | 0.1 | 6.5 | 2.7 | 3.7
CN1C2CCC1CC(NC(=O)c1ccc(Cl)cc1)C2 (stereo not given) | i | 0.93 | 1071 | 1.0 | 1289 | · | · | 1% | -1% | 1% | 0.41 | -0.29 | 0.25 | -0.27 | · | · | ·

Not all compounds are listed, so the mix of outcomes need not match the whole.
